# APP 5'UTR act: activators of APP 5'UTR luciferase reporter, primary screen, SH-SY5Y cells; activation, % at 2 µM; AID 1276, 2008; SH-SY5Y APP 5'UTR luciferase reporter, luminescence; zero percent = DMSO vehicle wells; 190,000 compounds, 1% hits;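 active = activation above a set limit, based on mean plus 3 SD of controls, cut at about 140% in these data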; note: values of inactives mirror those of a sister screen read the other way
# FLuc inh counter: firefly luciferase enzyme inhibitors, primary screen, artefact control for luciferase-based inhibitor screens, biochemical, luminescence, ATPLite; 200,000 compounds, 1.5% hits; Luciferin 4-monooxygenase (Photinus pyralis), P08659; inhibition, % at 10 µM; 10 min; AID 1006, 2008;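 active = inhibition above about 50% when tested at 10 µM, limit read from the data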
# Target sequence (P08659 whole entry, looked up): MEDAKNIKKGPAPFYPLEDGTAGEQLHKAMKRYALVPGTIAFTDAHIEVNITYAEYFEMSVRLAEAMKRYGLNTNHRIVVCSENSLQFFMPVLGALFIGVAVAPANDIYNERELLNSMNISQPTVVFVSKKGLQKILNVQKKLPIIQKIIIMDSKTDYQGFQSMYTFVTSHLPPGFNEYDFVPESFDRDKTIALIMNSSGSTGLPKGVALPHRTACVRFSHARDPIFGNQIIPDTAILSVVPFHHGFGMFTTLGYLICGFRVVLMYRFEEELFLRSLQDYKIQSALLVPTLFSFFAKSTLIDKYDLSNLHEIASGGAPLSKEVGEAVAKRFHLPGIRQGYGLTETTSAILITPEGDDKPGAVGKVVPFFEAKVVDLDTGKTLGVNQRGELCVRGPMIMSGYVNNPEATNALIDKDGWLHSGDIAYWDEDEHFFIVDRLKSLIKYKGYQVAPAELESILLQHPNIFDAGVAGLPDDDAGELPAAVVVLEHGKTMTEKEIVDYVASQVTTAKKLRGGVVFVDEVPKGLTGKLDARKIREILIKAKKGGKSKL
# STAT3 blocker: IL-6 driven STAT3 reporter inhibitors, primary screen, U3A cells, luciferase, luminescence, MLSCN library | IL-6 STAT3-luciferase reporter; host cell line lacks STAT1 | inhibition, % at 5.5 µM | 190,000 compounds, 0.89% hits | AID 862, 2007;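 active = inhibition above the mean inhibition across all screened compounds plus 3 SD, cut at about 44% in these data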;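 note: 0% = DMSO only wells and 100% = 100 µM nifuroxazide control wells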
# FLuc act counter: FLuc activators, initial screening, artefact control for FLuc-dependent activation tests, biochemical, ATPlite luminescence; ATPlite luciferase biochemical, 10 min; 0 = ATP-free wells, 1 = DMSO control; activation factor at 10 µM; 200,000 tested, under 10 active;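 active = luciferase activation factor, scaled between plate controls, of at least 2 with compound at 10 µM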
#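 System: Luciferase/luciferin detection reagent, cell-free biochemical luciferase assay | Medium: PBS buffer for ATP | Dosing: Test compounds dosed from 2 mM stocks in 100% DMSO | Timing: 10 min at ambient temperature | Signal: Luminescence measurement of luciferase light output | Evaluation: Luciferase activation, seen as luminescence increase over controls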
# STAT1 act: STAT1 signaling activators, primary screen, cell-based, HTS, luciferase reporter. 200,000 compounds, 2.6% hits. activation (% of control), % at 5.5 µM. NIH 3T3 STAT1-luciferase reporter, IFN-gamma, luminescence; 100% = IFN-gamma alone, no compound;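 active = activation above the screen-wide mean activation plus 3 SD, cut at about 130% in these data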;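 note: raw ratio to IFN-gamma control signal so 100% means no change and 0% no light; values of inactives mirror those of a sister screen read the other way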
# APP 5UTR inh: inhibitors of APP translation via 5'UTR reporter, primary screen, APP 5'UTR luciferase, SH-SY5Y cells. 190,000 compounds, 0.82% hits. SH-SY5Y APP 5'UTR-luciferase reporter, luminescence. inhibition, % at 2 µM;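 active = inhibition above a set limit, derived from the sample mean plus 3 SD, cut at about 45% in these data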; note: values of inactives mirror those of a sister screen read the other way
# STAT1 inh: STAT1 signaling inhibitors, primary screen, cell-based, HTS, luciferase reporter; NIH 3T3 STAT1-luciferase reporter, IFN-gamma, luminescence; inhibition, % at 5.5 µM; 200,000 compounds, 0.35% hits;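 active = inhibition above a set limit, the mean inhibition across all tested compounds plus 3 SD, cut at about 34% in these data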;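 note: 0% = IFN-gamma with DMSO and 100% = IFN-gamma with 300 µM nifuroxazide; values of inactives mirror those of a sister screen read the other way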
# ROMK primary: ROMK potassium channel modulators, primary screen, cell-based, thallium flux, MLSMR library | ATP-sensitive inward rectifier potassium channel 1 (Homo sapiens), P48048 | Tet-inducible ROMK, thallium flux fluorescence; actives lie on both sides | B-score at 10 µM | 130,000 compounds, 2% hits | AID 1918, 2009;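 active = signal ratio slope over the read window, or its plate-corrected B-score, at least 3 SD from the plate mean, either direction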;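 note: B-score of the F/F0 ratio slope over 7 to 12 s after thallium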
# Target sequence (P48048 whole entry, looked up): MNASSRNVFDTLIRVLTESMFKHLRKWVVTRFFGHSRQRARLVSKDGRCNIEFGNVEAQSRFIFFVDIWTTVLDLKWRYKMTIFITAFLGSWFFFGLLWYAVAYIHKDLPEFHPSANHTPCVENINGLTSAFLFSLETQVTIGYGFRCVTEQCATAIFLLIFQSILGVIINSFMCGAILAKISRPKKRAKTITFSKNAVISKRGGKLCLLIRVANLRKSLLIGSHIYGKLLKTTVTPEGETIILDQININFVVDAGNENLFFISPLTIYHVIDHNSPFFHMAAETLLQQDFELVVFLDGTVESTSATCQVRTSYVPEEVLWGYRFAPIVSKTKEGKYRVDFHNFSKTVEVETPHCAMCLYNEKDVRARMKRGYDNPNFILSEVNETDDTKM
# STAT3 act: IL-6 driven STAT3 reporter potentiators, primary screen, U3A cells, luciferase, luminescence, MLSCN library. IL-6 STAT3-luciferase reporter; 100% = signal with IL-6 EC80 alone. activation (% of control), % at 5.6 µM. 190,000 compounds, 0.91% hits;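 active = activation above the screen-wide mean of compound activation plus 3 SD, cut at about 130% in these data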;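 note: 0% = background luminescence of wells with medium and substrate only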
#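 Test system: human U3A cells carrying STAT3-luciferase construct; control set: IL-6-only wells as 100% reference; timing: compound pre-incubation 1 h before IL-6, then 6 h stimulation at 37 °C; also added: IL-6 stimulus at 33 ng/mL final; evaluation: % activation versus median of IL-6-stimulated wells; detection: reporter luminescence signal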
# NF-kB neuron act: activators of NF-kB expression in neurons, primary screen, cell-based, HTS; human neuronal cells, NF-kB reporter expression; stronger effect = higher value; fold change at 12.5 µM; 190,000 compounds, 1.6% hits; in the data active = fold change above about 3.3
# Numbers without * were called inactive; / = no result given.
SMILES,APP 5'UTR act,FLuc inh counter,STAT3 blocker,FLuc act counter,STAT1 act,APP 5UTR inh,STAT1 inh,ROMK primary,STAT3 act,NF-kB neuron act
CN(C)S(=O)(=O)c1ccc2c(c1)nc1n2CCC1,4.3,-7.4,-4.7,1.1,102.4,-4.3,-2.6,0.669,108.0,1.03
COc1ccc(N(C(=O)Cc2cccs2)C2C=CS(=O)(=O)C2)cc1 (configuration not stated),2.1,2.0,13.0,1,95.1,-2.1,3.7,/,92.9,/
COc1ccc(C(=O)NC(=S)Nc2ccc(NC(=O)c3ccco3)cc2)cc1[N+](=O)[O-],-15.3,-8.7,-5.0,1.1,102.3,15.3,0.0,0.775,102.0,1.04
O=C(N/N=C/c1cn(-c2ccccc2)nc1-c1cc2ccccc2o1)c1cccnc1,147.8*,19.4,-65.0,0.8,123.0,-147.8,-25.8,/,158.6*,1.28
COc1ccc(OC)c(C(c2nnnn2Cc2ccco2)N2CCN(C)CC2)c1 (configuration not stated),10.6,-5.2,-21.0,1.1,104.2,-10.6,-6.3,-0.183,122.4,1.16
O=C(CSc1cccc[n+]1[O-])NCCCc1ccccc1,-3.1,-6.5,1.5,1.1,91.9,3.1,8.5,0.308,100.4,1.17
CCCCc1ncc(CN2CCN(Cc3ccc(C)cc3)C(CCO)C2)[nH]1 (configuration not stated),13.5,-2.2,4.7,1,100.5,-13.5,-2.2,0.313,99.7,0.93
O=C(O)C1CCC(CNCc2cccnc2)CC1 (configuration not stated),-1.7,/,-5.7,/,94.9,1.7,5.5,/,110.5,/
O=C(O)c1ccccc1SCC(=O)N1c2ccccc2Sc2ccccc21,-11.2,1.9,-3.7,1,97.2,11.3,2.4,-0.332,104.2,1.12
Cc1ccc(CCNC(=O)C2CCN(S(=O)(=O)c3c(C)nn(C)c3C)CC2)cc1,-3.6,-7.8,2.6,1.1,97.9,3.6,2.4,/,102.2,0.95
Fc1cccc2sc(Nc3nc4ccccc4s3)nc12,96.2,12.4,-91.5,0.9,121.3,-96.2,-23.9,0.25,177.3*,1.25
Cc1nn(-c2ccccc2)c(OC(=O)c2cccs2)c1S(=O)(=O)c1ccccc1,9.7,-5.4,-34.1,1.1,106.2,-9.7,-6.8,0.0482,130.0,1.25
O=C(Nc1ccc2c(c1)OCO2)c1cnn2c1NC(c1ccco1)CC2C(F)(F)F (configuration not stated),-8.4,-6.1,15.7,1.1,108.8,8.4,-9.7,/,89.7,1.71
COc1ccc(C)cc1NC(=O)C(Sc1nnc(-c2cccs2)o1)c1ccccc1 (configuration not stated),7.9,-7.0,-3.2,1.1,105.9,-7.9,-6.6,/,104.8,1.32
CC(C)Oc1ccc(-c2cc(C(=O)NCCN3CCOCC3)c3ccccc3n2)cc1,22.1,65.0*,-29.5,0.3,123.7,-22.1,-25.9,/,129.7,1.19
O=C(Nc1c(F)cc(F)cc1Br)c1cc2nc(C(F)F)cc(C(F)F)n2n1,5.9,-9.2,9.3,1.1,96.8,-5.9,3.5,/,96.9,1.34
Cc1ccc(C(=O)Nc2ccc(CC(=O)O)cc2)o1,-1.7,-2.1,9.6,1,98.5,1.7,1.7,0.579,95.6,1.07
CCOCCCNC(=O)C(c1ccc(C)cc1)N(Cc1cccs1)C(=O)c1ccccn1 (configuration not stated),-7.0,-5.6,7.0,1.1,107.5,7.0,-9.6,0,100.7,1.08
Cc1ccc(O)c(NC(=O)c2cc3nc4c(c(C(F)(F)F)n3n2)CCc2ccccc2-4)c1,7.2,-4.3,27.7,1,95.3,-7.2,0.8,/,82.1,0.95
CS(=O)(=O)N(CC(=O)Nc1cccc([N+](=O)[O-])c1)c1ccccc1,0.4,39.4,1.4,0.6,96.4,-0.4,2.4,-1.23,99.9,0.92
CC(C(=O)NCc1ccc2c(c1)OCO2)N1c2cccc3cccc(c23)S1(=O)=O (configuration not stated),-13.4,-0.9,-2.7,1,97.5,13.4,2.8,/,109.0,1.03
N=c1sccn1CC(=O)NC(c1ccccc1)c1ccccc1,7.5,-8.1,0.7,1.1,106.7,-7.5,-10.8,0.0358,103.5,1
COc1ccc(NC(=O)C2CCCN(c3c4c(nc5ncnn35)CCC4)C2)cc1OC (configuration not stated),-7.9,-6.3,-4.9,1.1,94.0,7.9,6.5,-0.614,105.9,1.04
O=C(CSCc1ccc(Cl)c(Cl)c1)Nc1c[nH]c(=O)[nH]c1=O,-15.3,-0.5,5.7,1,92.7,15.3,8.1,1.25,97.4,1.06
O=C(NCc1ccccn1)c1ccc(N2CCCC2=O)cc1,5.4,0.1,12.9,1,104.8,-5.4,-5.3,/,91.8,1.26

# (continued)
SMILES,APP 5'UTR act,FLuc inh counter,STAT3 blocker,FLuc act counter,STAT1 act,APP 5UTR inh,STAT1 inh,ROMK primary,STAT3 act,NF-kB neuron act
CC1(C)Cc2ccccc2-c2nnc(-c3ccc(O)cc3)n21,-11.9,-7.2,6.0,1.1,95.8,11.9,4.6,/,97.9,1
COc1cc(C)c(NC(=O)C(=S)NCc2ccccc2)cc1C,-16.4,1.0,12.7,1,97.5,16.4,0.8,-0.00304,91.0,0.93
COc1ccccc1NC(=O)CN1CCN(c2ccccc2OC)CC1,-9.4,-2.1,4.4,1,100.9,9.4,-3.3,-0.0985,101.1,0.82
N/C(=N\OC(=O)Cc1ccc([N+](=O)[O-])cc1)c1cccc(Br)c1,-23.6,-7.1,7.7,1.1,109.3,23.6,-12.0,0.597,97.0,1.52
Cc1ccccc1OCC(O)CN1CCN(CCN2C(=O)c3cccc4cccc(c34)C2=O)CC1 (configuration not stated),5.8,-5.6,33.2,1.1,103.4,-5.8,-3.8,/,73.1,0.48
Cc1ccsc1CNC12CC3CC(CC(C3)C1)C2,-9.1,-8.0,1.2,1.1,104.9,9.1,-7.2,-0.285,101.0,1.36
Cc1c(Cl)cccc1-n1c(-c2cccnc2)n[nH]c1=S,-24.3,5.4,8.0,0.9,102.6,24.3,-3.8,-0.521,99.1,1.05
COc1cc(/C=C(\C#N)c2ccccn2)ccc1OCc1ccccc1Cl,-1.0,1.7,-0.3,1,104.1,1.0,-4.5,/,96.1,0.81
O=C(C1=C[C@H](c2coc3ccccc3c2=O)C[C@H](OCc2ccc(CO)cc2)O1)N1CCN(Cc2ccccc2)CC1,19.1,-6.2,/,1.1,94.4,-19.1,7.5,/,/,0.73
Nc1ccc(Sc2nc3ccccc3[nH]2)cc1,2.6,-3.2,12.3,1,92.2,-2.6,8.2,-0.555,94.1,1.09
O=C1CCN(S(=O)(=O)c2ccc(Br)cc2)CCN1,-3.4,2.1,-6.4,1,100.6,3.4,-1.8,-0.249,106.7,0.98
CCOC(=O)c1c(C(C#N)C#N)cc(C)nc1C,1.2,-3.8,2.9,1,97.7,-1.2,2.5,-0.711,103.8,0.94
O=C(O)c1c(Cl)c(Cl)c(Cl)c(Cl)c1C(=O)N1CCCC1,0.2,-12.4,1.2,1.1,96.1,-0.3,3.0,0.0306,100.0,0.99
Cc1ccc(Nc2nc(NCC3CCCO3)nc(N)c2[N+](=O)[O-])cc1C (configuration not stated),-8.7,0.5,1.4,1,98.2,8.7,2.0,/,101.0,0.98
O=C(CCSCCc1ccncc1)NCCCN1CCOCC1,2.6,-6.8,0.0,1.1,101.2,-2.6,-1.3,0.464,103.8,1.95
Fc1ccc(N2CCN(c3nnnn3-c3ccccc3)CC2)cc1,-5.1,-1.4,19.3,1,112.1,5.1,-12.7,-0.819,90.0,1.32
O=C(N/N=C/C(Br)=C/c1ccccc1)NC1CCCCC1,6.5,1.4,-10.4,1,106.6,-6.5,-6.7,-0.432,114.9,/
CSc1ncccc1C(=O)OCC(=O)NC(C)C,-1.5,-4.5,1.3,1,104.9,1.5,-6.8,-0.359,104.9,1.02
COC(=O)c1[nH]c2cc(OC)ccc2c1NC(=O)CCN1CCN(Cc2ccc3c(c2)OCO3)CC1,-2.4,-8.8,2.7,1.1,90.2,2.4,10.7,/,100.9,0.81
C=CCN=C(NC#N)SCC(=O)c1cccc(OC)c1,30.2,3.2,-18.2,1,137.4*,-30.2,-40.9,-0.0339,117.4,2.14
CC(C)OC(=O)NCCOC(=O)Nc1cccc(Cl)c1,0.6,-7.4,19.5,1.1,92.7,-0.6,8.1,/,86.7,1.06
O=C1CCCN1S(=O)(=O)c1ccccc1,5.5,-4.4,3.3,1,101.7,-5.5,-1.6,0.562,105.5,0.99
Cc1ccc(OCCOc2cccc(Br)c2)c([N+](=O)[O-])n1,53.7,6.9,-4.5,0.9,131.5*,-53.7,-35.3,0.161,103.7,2.52
COc1ccc(CCN2CC(C(=O)O)CC2=O)cc1 (configuration not stated),10.8,-6.1,-2.4,1.1,98.3,-10.8,1.8,/,105.6,1.31
CCOc1ccc(C(=O)Nc2ccncc2)cc1,25.2,11.8,18.1,0.9,106.7,-25.2,-7.4,0.407,86.4,1.15

# Full records from above. Values in the order: APP 5'UTR act	FLuc inh counter	STAT3 blocker	FLuc act counter	STAT1 act	APP 5UTR inh	STAT1 inh	ROMK primary	STAT3 act	NF-kB neuron act
# Cc1ccccc1OCC(O)CN1CCN(CCN2C(=O)c3cccc4cccc(c34)C2=O)CC1 (configuration not stated) in the list: 5.8	-5.6	33.2	1.1	103.4	-5.8	-3.8	/	73.1	0.48
# Cc1ccc(Nc2nc(NCC3CCCO3)nc(N)c2[N+](=O)[O-])cc1C (configuration not stated) in the list: -8.7	0.5	1.4	1	98.2	8.7	2.0	/	101.0	0.98
# CC1(C)Cc2ccccc2-c2nnc(-c3ccc(O)cc3)n21 in the list: -11.9	-7.2	6.0	1.1	95.8	11.9	4.6	/	97.9	1

# (next part)
SMILES,APP 5'UTR act,FLuc inh counter,STAT3 blocker,FLuc act counter,STAT1 act,APP 5UTR inh,STAT1 inh,ROMK primary,STAT3 act,NF-kB neuron act
O=C(O)CCN1Cc2ccccc2C1=O,-0.2,-12.1,6.4,1.1,96.1,0.3,4.3,/,97.1,1.09
COc1cc(NC(=O)CN(C)Cc2ccc(OC(F)F)cc2)c(C)cc1[N+](=O)[O-],24.0,-7.4,30.2,1.1,89.6,-24.0,11.5,/,77.0,0.81
O=C(CCC1CCCN(C(=O)c2cncs2)C1)NCc1ccc(F)c(F)c1 (configuration not stated),-4.7,3.3,4.3,1,99.8,4.7,0.1,-0.164,101.3,1.26
O=C(O)COc1c(Cl)cc(/C=C2/NC(=O)NC2=O)cc1Br,-4.7,-3.1,0.5,1,98.6,4.7,0.3,/,102.5,0.85
Cc1c(N/C(=N/S(=O)(=O)c2cc([N+](=O)[O-])ccc2Cl)c2ccccc2)c(=O)n(-c2ccccc2)n1C,-16.8,-2.0,5.7,1,94.1,16.8,6.8,0.193,100.4,0.98
N#C/C(=C\c1ccc(OCC(N)=O)cc1)c1ccccc1,47.4,27.7,9.2,0.7,93.3,-47.4,7.5,/,94.0,1.14

# Assay outcomes from PubChem.
